MITF primary: human MITF inhibition, primary screen; O75030; AlphaScreen MITF homodimerization, bead proximity signal; inhibition, % at 2.6 µM; 0.91% of 650,000 active; AID 1259374; in the data active = inhibition above about 50%;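 note: 0% = vehicle wells with protein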
Target sequence (O75030 whole entry, looked up): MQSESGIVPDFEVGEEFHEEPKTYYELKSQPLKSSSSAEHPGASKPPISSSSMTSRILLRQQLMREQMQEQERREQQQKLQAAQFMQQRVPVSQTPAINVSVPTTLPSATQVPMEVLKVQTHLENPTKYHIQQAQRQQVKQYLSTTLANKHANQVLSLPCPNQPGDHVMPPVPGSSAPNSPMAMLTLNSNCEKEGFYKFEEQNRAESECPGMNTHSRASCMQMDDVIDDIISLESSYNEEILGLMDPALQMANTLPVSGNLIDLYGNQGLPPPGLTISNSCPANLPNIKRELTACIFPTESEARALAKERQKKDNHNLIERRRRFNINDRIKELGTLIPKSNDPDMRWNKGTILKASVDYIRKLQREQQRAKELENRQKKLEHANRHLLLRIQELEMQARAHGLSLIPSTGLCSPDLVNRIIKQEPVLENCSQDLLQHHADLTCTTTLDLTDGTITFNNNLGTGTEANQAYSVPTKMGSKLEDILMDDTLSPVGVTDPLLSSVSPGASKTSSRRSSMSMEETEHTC
GPR151 ag: activates the human receptor GPR151; Q8TDV0; PathHunter beta-arrestin GPR151 cells, luminescence; activation, % at 11.2 µM; 1% of 650,000 active; AID 1508602; in the data active = activation above about 4.9%;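 note: 0% = median of compound wells and 100% = cells with positive control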
Target sequence (Q8TDV0 whole entry, looked up): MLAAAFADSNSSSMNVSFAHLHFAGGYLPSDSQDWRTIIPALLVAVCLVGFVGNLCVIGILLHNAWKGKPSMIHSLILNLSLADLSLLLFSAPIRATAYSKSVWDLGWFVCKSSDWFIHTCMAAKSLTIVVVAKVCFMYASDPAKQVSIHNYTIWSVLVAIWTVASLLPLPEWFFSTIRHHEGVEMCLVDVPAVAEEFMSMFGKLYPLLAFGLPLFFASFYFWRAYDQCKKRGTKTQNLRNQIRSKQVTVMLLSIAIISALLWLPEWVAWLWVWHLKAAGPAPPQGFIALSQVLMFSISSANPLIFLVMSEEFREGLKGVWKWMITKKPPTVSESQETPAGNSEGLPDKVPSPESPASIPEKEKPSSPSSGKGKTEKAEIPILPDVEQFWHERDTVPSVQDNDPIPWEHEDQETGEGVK
FBW7 activator: human FBW7 E3 ligase activation, primary screen | normalized activity (activation), % at 26.1 µM | AlphaScreen FBW7–phospho-cyclin E peptide binding, activator screen | Q969H0 | 0.13% of 650,000 active; in the data active = normalized activity above about 1.9%;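 note: purified mutant Fbw7 with reduced substrate affinity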
TEAD-YAP block: TEAD-YAP interaction inhibition. inhibition, % at 9.12 µM. 1.4% of 640,000 active. HEK-TIYL cells, TEAD-Gal4/YAP UAS-luciferase luminescence; in the data active = inhibition above about 32%;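 note: 0% = median of test compound wells and 100% = reference inhibitor wells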
An asterisk follows results filed as active; & = joins results of further samples; ! = a repeat was not active.

Start of the data: the first 5 entries, to show the layout:
Results for Cc1ccc(C(=O)NC(=S)Nc2ccccc2C(N)=O)cc1 ?
MITF primary: 6; GPR151 ag: -0.6; FBW7 activator: 0.1; TEAD-YAP block: -60

Results for NNC(=O)Cc1ccc(C(F)(F)F)cc1[N+](=O)[O-] ?
MITF primary: -12; GPR151 ag: -0.6; FBW7 activator: 0.0; TEAD-YAP block: 8

How did CC(CCc1ccccc1)NC(=O)CCNS(=O)(=O)c1ccc2[nH]c(=O)ccc2c1 (centres undefined) do in these assays?
MITF primary: 8; GPR151 ag: -0.2; FBW7 activator: 0.0; TEAD-YAP block: -3

Results for N#CCC(=O)NCC1OCCc2ccccc21 (centres undefined) ?
MITF primary: -6; GPR151 ag: -0.2; FBW7 activator: 0.1; TEAD-YAP block: 6

How did COc1ccc(/C(C)=N/NC(=O)CNC(=O)/C=C\c2ccco2)cc1 do in these assays?
MITF primary: 10; GPR151 ag: 2.0; FBW7 activator: -0.1; TEAD-YAP block: 7

All compounds of this part, repeating the preview:
Results for Cc1ccc(C(=O)NC(=S)Nc2ccccc2C(N)=O)cc1 ?
MITF primary: 6; GPR151 ag: -0.6; FBW7 activator: 0.1; TEAD-YAP block: -60

Results for NNC(=O)Cc1ccc(C(F)(F)F)cc1[N+](=O)[O-] ?
MITF primary: -12; GPR151 ag: -0.6; FBW7 activator: 0.0; TEAD-YAP block: 8

How did CC(CCc1ccccc1)NC(=O)CCNS(=O)(=O)c1ccc2[nH]c(=O)ccc2c1 (centres undefined) do in these assays?
MITF primary: 8; GPR151 ag: -0.2; FBW7 activator: 0.0; TEAD-YAP block: -3

Results for N#CCC(=O)NCC1OCCc2ccccc21 (centres undefined) ?
MITF primary: -6; GPR151 ag: -0.2; FBW7 activator: 0.1; TEAD-YAP block: 6

How did COc1ccc(/C(C)=N/NC(=O)CNC(=O)/C=C\c2ccco2)cc1 do in these assays?
MITF primary: 10; GPR151 ag: 2.0; FBW7 activator: -0.1; TEAD-YAP block: 7

Results for CCCNC(=O)c1cc(OC)c(OC)c(OC)c1 ?
MITF primary: 10; GPR151 ag: -1.1; FBW7 activator: -0.1; TEAD-YAP block: 8

Results for CSc1ccc(C2C=C(c3cccs3)Nc3ncnn32)cc1 (centres undefined) ?
MITF primary: 0; GPR151 ag: -0.9; FBW7 activator: -0.2; TEAD-YAP block: -42

Results for CCc1ccc2oc(-c3ccc(NC(=O)c4cccc(Cl)c4Cl)cc3)nc2c1 ?
MITF primary: 5; GPR151 ag: -1.7; FBW7 activator: 1.0; TEAD-YAP block: 15

What do the screens show for `O=C(/C=C/c1ccccc1Cl)Nc1nnc(-c2ccncc2)o1`?
MITF primary: -7; GPR151 ag: -0.8; FBW7 activator: 0.5; TEAD-YAP block: 4

What do the screens show for `O=S(=O)(Nc1cccc(-c2nc3cccnc3s2)c1)c1ccccc1F`?
MITF primary: 13; GPR151 ag: -1.2; FBW7 activator: 0.3; TEAD-YAP block: -13

What do the screens show for `COCCn1ccc2c(OCC(=O)c3ccc(Cl)cc3)cccc2c1=O`?
MITF primary: 7; GPR151 ag: 0.2; FBW7 activator: -0.1; TEAD-YAP block: 7

Results for CCC(C)NC(=O)c1c(O)c2c([nH]c1=O)CCCC2 (centres undefined) ?
MITF primary: -10; GPR151 ag: 0.3; FBW7 activator: -0.1; TEAD-YAP block: -11

Results for CCOC(=O)c1cc2c(c(CSc3nc4ccccc4c(=O)n3C3CCCC3)c1)OCOC2 ?
MITF primary: 1; GPR151 ag: -0.9; FBW7 activator: -0.1; TEAD-YAP block: -4

What do the screens show for `c1coc(CN(CC2CCCO2)C(c2cccs2)c2nnnn2C2CCCC2)c1` (centres undefined)?
MITF primary: 11; GPR151 ag: -0.6; FBW7 activator: 0.4; TEAD-YAP block: 10

What do the screens show for `CCOC(=O)c1cnc2cc(C(F)(F)F)ccc2c1Nc1ccc2c(c1)OCCO2`?
MITF primary: 6; GPR151 ag: 0.3; FBW7 activator: 0.1; TEAD-YAP block: 10

What do the screens show for `COC(=O)c1cccc(NC(=O)C2COc3ccccc3O2)c1` (centres undefined)?
MITF primary: -12; GPR151 ag: 5.0*; FBW7 activator: 0.0; TEAD-YAP block: -49

What do the screens show for `CC1CCCCC1Nc1ncnc2sccc12` (centres undefined)?
MITF primary: 64*; GPR151 ag: 3.1; FBW7 activator: -0.1; TEAD-YAP block: 7

What do the screens show for `CCN(CC)c1nc(Nc2ccc(N3CCOCC3)cc2)nc(Nc2cc(OC)c(OC)c(OC)c2)n1`?
MITF primary: 8&7; GPR151 ag: 9.3*!; FBW7 activator: 0.0&-0.1; TEAD-YAP block: -2&17

How did CC(=O)Nc1ccc(CN2CCc3nnc(C(C)NC(=O)c4ccco4)n3CC2)cc1 (centres undefined) do in these assays?
MITF primary: 2; GPR151 ag: -1.0; FBW7 activator: 1.1; TEAD-YAP block: 8

Results for CC1(CNC2CCN(c3ccc(NC(=O)c4ccccc4F)cc3)CC2)COC1 ?
MITF primary: 0; GPR151 ag: -1.5; FBW7 activator: -0.1; TEAD-YAP block: -30

What do the screens show for `O=C(Nc1ccc(Cl)cn1)c1ccc(Cl)c([N+](=O)[O-])c1`?
MITF primary: 0; GPR151 ag: 1.3; FBW7 activator: 0.2; TEAD-YAP block: 0

How did CCOc1ccc(-n2c(SCC(=O)N(CC)CC)nc3c(sc(=S)n3-c3ccc(C)c(C)c3)c2=O)cc1 do in these assays?
MITF primary: -4; GPR151 ag: 0.3; FBW7 activator: 0.6; TEAD-YAP block: -13

Results for N#CC1=C(N)N(c2ccc(Cl)cc2)C2=C(C(=O)CCC2)C1c1ccc(Br)cc1 (centres undefined) ?
MITF primary: -8; GPR151 ag: 0.7; FBW7 activator: -0.2; TEAD-YAP block: 2

What do the screens show for `O=S(=O)(c1cccc(F)c1)N1CCN(c2ccc3cccc(-c4ccncc4)c3n2)CC1`?
MITF primary: -12; GPR151 ag: -1.9; FBW7 activator: 0.0; TEAD-YAP block: 2

Results for Cc1ccccc1-n1ncc(C(C)NC(=O)c2cccs2)c1C (centres undefined) ?
MITF primary: -12; GPR151 ag: -0.9; FBW7 activator: -0.2; TEAD-YAP block: -11

Results for CCOc1ccc2nc(SCC(=O)Nc3cccc(C(C)=O)c3)[nH]c2c1 ?
MITF primary: -18; GPR151 ag: 0.5; FBW7 activator: -0.1; TEAD-YAP block: -8

Results for CC(C)NC(=O)[C@@H]1C[C@@H](NCc2ccncc2)CN1Cc1cccc(Cl)c1 ?
MITF primary: 8; GPR151 ag: 2.0; FBW7 activator: 0.0; TEAD-YAP block: -5

What do the screens show for `COCCN1Cc2cccc(C(=O)N3CCC(N4CCCCC4)CC3)c2C1=O`?
MITF primary: 0; GPR151 ag: 0.1; FBW7 activator: 0.2; TEAD-YAP block: -6

How did COc1ccc(C(=O)Nc2cccnc2)cc1[N+](=O)[O-] do in these assays?
MITF primary: 4; GPR151 ag: -0.5; FBW7 activator: 0.4; TEAD-YAP block: 8

Results for CC1(C)C2CCC1(CS(=O)(=O)Nc1cccc(C(F)(F)F)c1)C(=O)C2 (centres undefined) ?
MITF primary: 8; GPR151 ag: 0.8; FBW7 activator: 0.0; TEAD-YAP block: 11

What do the screens show for `c1ccc(CCN2CCN(c3ccc4cccc(-c5cncnc5)c4n3)CC2)nc1`?
MITF primary: -8; GPR151 ag: 0.6; FBW7 activator: 0.0; TEAD-YAP block: -4

Results for Cc1ccc(C(=O)N/C(=C/c2ccco2)C(=O)N2CCOCC2)cc1 ?
MITF primary: 9; GPR151 ag: 0.9; FBW7 activator: -0.1; TEAD-YAP block: 6

What do the screens show for `O=C1CCC(=O)N1OCCOc1ccc(Cl)c2ccccc12`?
MITF primary: -3; GPR151 ag: -0.7; FBW7 activator: -0.2; TEAD-YAP block: -8

Results for Cc1ccc(S(=O)(=O)Cn2nnnc2C(C(C)C)N2CCSCC2)cc1 (centres undefined) ?
MITF primary: 1; GPR151 ag: -0.5; FBW7 activator: 0.3; TEAD-YAP block: 1

How did COc1ccc(C2=C/C(=C/c3ccco3)C(=O)O2)cc1OC do in these assays?
MITF primary: 74*; GPR151 ag: -0.6; FBW7 activator: -0.1; TEAD-YAP block: -3

Results for C=CCN1C(=O)/C(=C/c2ccccc2OS(C)(=O)=O)SC1=S ?
MITF primary: -8; GPR151 ag: -1.0; FBW7 activator: -0.5; TEAD-YAP block: 5

How did Brc1cnc(NCCCN2CCOCC2)nc1 do in these assays?
MITF primary: 6; GPR151 ag: 1.7; FBW7 activator: 0.0; TEAD-YAP block: 5

What do the screens show for `CCCN(CCC)CC(=O)NCC1(c2ccccc2)CCOCC1`?
MITF primary: 6; GPR151 ag: -0.9; FBW7 activator: -0.2; TEAD-YAP block: 5

How did O=C(Oc1ccc([N+](=O)[O-])cc1[N+](=O)[O-])c1ccc(Br)cc1 do in these assays?
MITF primary: 7; GPR151 ag: -0.9; FBW7 activator: 0.0; TEAD-YAP block: 5

What do the screens show for `COc1ccc(C(CC(=O)O)NC(=O)Cc2ccc(Cl)cc2)cc1` (centres undefined)?
MITF primary: 0; GPR151 ag: 2.4; FBW7 activator: 0.1; TEAD-YAP block: -8

What do the screens show for `CC(=O)Nc1cccc(C(=O)Nc2cccc(C)c2)c1`?
MITF primary: -10; GPR151 ag: -4.8; FBW7 activator: 0.0; TEAD-YAP block: -1

How did CC(C)Cn1c(CNC(=O)C2CCCO2)nnc1SCc1ccccc1Cl (centres undefined) do in these assays?
MITF primary: 8; GPR151 ag: 0.5; FBW7 activator: 0.1; TEAD-YAP block: 14

What do the screens show for `CCN1C(=O)/C(=C\c2ccco2)C(C(=O)OC)=C1C`?
MITF primary: 14; GPR151 ag: 2.4; FBW7 activator: 0.0; TEAD-YAP block: 6

Results for Cc1cc(C)nc(SC(C)C(=O)Nc2ccccc2)n1 (centres undefined) ?
MITF primary: 1; GPR151 ag: -0.2; FBW7 activator: -0.2; TEAD-YAP block: -2

What do the screens show for `O=C(OCc1nc2ccccc2s1)c1cc(O)c(O)c(O)c1`?
MITF primary: 9; GPR151 ag: 2.8; FBW7 activator: -0.5; TEAD-YAP block: -13

How did NC(=O)C1CCN(C(=O)c2ccc(OC(F)(F)F)cc2)CC1 do in these assays?
MITF primary: -3; GPR151 ag: -0.2; FBW7 activator: 0.1; TEAD-YAP block: -5

Results for O=C(NC1CCN(Cc2ccccc2)CC1)c1ccc2nc(Nc3cccnc3)sc2c1 ?
MITF primary: 28; GPR151 ag: -2.0; FBW7 activator: 0.1; TEAD-YAP block: -5

How did N#CC1=C(N)OC2=C(C(=O)CCC2)C1c1ccc(OCc2ccccc2)cc1 (centres undefined) do in these assays?
MITF primary: 9; GPR151 ag: -1.5; FBW7 activator: 0.0; TEAD-YAP block: 3

Results for CCCCNCCCOc1ccc2ccccc2c1 ?
MITF primary: 4; GPR151 ag: 3.7; FBW7 activator: 0.0; TEAD-YAP block: -2

What do the screens show for `Cc1c(C(=O)O)cccc1N1C(=O)Nc2ccccc2N1O`?
MITF primary: 13; GPR151 ag: 1.6; FBW7 activator: 0.2; TEAD-YAP block: 2

What do the screens show for `COc1cccc(N2CCN(C(=O)Cn3cccc3)CC2)c1`?
MITF primary: 8; GPR151 ag: -1.2; FBW7 activator: 0.1; TEAD-YAP block: 0

How did O=C1C(Nc2cccc(Cl)c2)=C(N2CCCC2)C(=O)c2ccccc21 do in these assays?
MITF primary: 32; GPR151 ag: -0.7; FBW7 activator: -0.2; TEAD-YAP block: -5

Results for COC(=O)c1cccc(-c2ccc(/C=C3\C(=O)N(CCO)C(=O)C(C#N)=C3C)o2)c1 ?
MITF primary: 7; GPR151 ag: 0.8; FBW7 activator: -0.1; TEAD-YAP block: 10

How did Cc1cc(=O)[nH]c(SCC(=O)Nc2c(C)cccc2C)n1 do in these assays?
MITF primary: -1; GPR151 ag: 3.0; FBW7 activator: 0.1; TEAD-YAP block: 3

How did CCOC(=O)C1=C(C)N=c2s/c(=C\c3cc(Cl)c(OCC(=O)O)c(Cl)c3)c(=O)n2C1c1cc(OC)ccc1OC (centres undefined) do in these assays?
MITF primary: -6; GPR151 ag: -0.9; FBW7 activator: -0.3; TEAD-YAP block: 11

What do the screens show for `Cc1nc2nc(SCC(=O)Nc3ccc(Br)cc3)nn2c(C)c1Cc1ccccc1Cl`?
MITF primary: 18; GPR151 ag: 0.8; FBW7 activator: 0.7; TEAD-YAP block: 0

What do the screens show for `CCOC(=O)COn1c(=O)c(-c2cccc([N+](=O)[O-])c2)[n+]([O-])c2ccccc21`?
MITF primary: 21; GPR151 ag: 1.1; FBW7 activator: 0.9; TEAD-YAP block: -7

How did COc1cccc(OCc2nnc(SCC(=O)N(C)C)n2C)c1 do in these assays?
MITF primary: 11; GPR151 ag: 1.1; FBW7 activator: 0.0; TEAD-YAP block: 5

What do the screens show for `COC(=O)NC1CSCC1OC(=O)CCCN1C(=O)c2ccccc2C1=O` (centres undefined)?
MITF primary: -2; GPR151 ag: 3.7; FBW7 activator: 0.3; TEAD-YAP block: 9

What do the screens show for `Cc1ccc(C(=O)N2CCN(c3ccc([N+](=O)[O-])c(NC(C)C45CC6CC(CC(C6)C4)C5)c3)CC2)cc1` (centres undefined)?
MITF primary: 9; GPR151 ag: 1.0; FBW7 activator: 0.2; TEAD-YAP block: 8

What do the screens show for `C#CC(C)(O)CCCC(C)(C)OC` (centres undefined)?
MITF primary: -7; GPR151 ag: 0.3; FBW7 activator: 0.4; TEAD-YAP block: -1

How did CN1C(=O)C(CC(=O)Nc2ccccc2Cl)S/C1=N/c1nc2ccccc2s1 (centres undefined) do in these assays?
MITF primary: 0; GPR151 ag: 2.3; FBW7 activator: 0.1; TEAD-YAP block: 3
